Screens from PubChem.
proKLK7 act – proKLK7 (human) activation, primary screen. activation, % at 7 µM. AID 652039. P49862. purified proKLK7, EDANS-DABCYL substrate fluorescence; 100% is mature enzyme control, 0% vehicle. hit rate 0.9% among 370,000;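 active means activation above the mean of all tested compounds plus 3 SD, computed per campaign excluding outliers beyond control limits, cut at about 13% in these data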
Target sequence (P49862 whole entry, looked up): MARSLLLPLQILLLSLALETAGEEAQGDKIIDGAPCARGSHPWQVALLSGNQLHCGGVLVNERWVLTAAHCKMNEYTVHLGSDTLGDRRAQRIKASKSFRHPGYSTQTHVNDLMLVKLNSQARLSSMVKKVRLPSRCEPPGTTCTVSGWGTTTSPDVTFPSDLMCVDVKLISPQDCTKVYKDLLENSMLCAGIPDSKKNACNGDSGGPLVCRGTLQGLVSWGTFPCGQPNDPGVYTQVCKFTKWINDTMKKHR
HGIII-sPLA2 inh – Inhibits HGIII-sPLA2 liposome hydrolysis, primary screen; QFRET BODIPY PC-A2 liposome hydrolysis, fluorescence; inhibition, % at 12.2 µM; hit rate 0.56% among 370,000;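 active means inhibition above mean plus 3 SD of compounds lying within the high and low control bounds, cut at about 19% in these data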;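 further: 0% = median of test compound wells and 100% = no enzyme DMSO wells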
Target sequence (Q9NZ20 whole entry, looked up): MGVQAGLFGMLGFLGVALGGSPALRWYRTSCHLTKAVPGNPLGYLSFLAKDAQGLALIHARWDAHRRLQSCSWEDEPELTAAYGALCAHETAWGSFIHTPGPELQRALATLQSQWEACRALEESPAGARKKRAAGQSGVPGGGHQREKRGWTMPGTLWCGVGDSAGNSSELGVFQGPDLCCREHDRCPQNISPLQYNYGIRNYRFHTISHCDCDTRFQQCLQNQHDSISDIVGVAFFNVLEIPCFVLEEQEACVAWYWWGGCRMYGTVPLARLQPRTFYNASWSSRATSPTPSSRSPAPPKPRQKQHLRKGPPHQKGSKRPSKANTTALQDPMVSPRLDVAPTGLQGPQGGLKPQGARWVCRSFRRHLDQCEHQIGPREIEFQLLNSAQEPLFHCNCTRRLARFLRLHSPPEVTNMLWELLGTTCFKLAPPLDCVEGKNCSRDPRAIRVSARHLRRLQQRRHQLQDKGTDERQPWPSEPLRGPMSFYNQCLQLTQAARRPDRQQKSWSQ
DAX1 inh-1 – inhibits human nuclear receptor DAX1 | P51843 | HEK293 Gal4-DAX1 luciferase reporter, luminescence | inhibition, % at 6.75 µM | hit rate 0.99% among 340,000 | AID 504766;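 active means inhibition above the mean over all tested compounds plus 3 SD, cut at about 4.2% in these data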;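 further: 0% = DAX1-transfected cells with DMSO and 100% = empty-vector control cells with DMSO; inhibition shows as a rise in luminescence from relieved DAX1 repression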
Target sequence (P51843 207-470 limits assumed): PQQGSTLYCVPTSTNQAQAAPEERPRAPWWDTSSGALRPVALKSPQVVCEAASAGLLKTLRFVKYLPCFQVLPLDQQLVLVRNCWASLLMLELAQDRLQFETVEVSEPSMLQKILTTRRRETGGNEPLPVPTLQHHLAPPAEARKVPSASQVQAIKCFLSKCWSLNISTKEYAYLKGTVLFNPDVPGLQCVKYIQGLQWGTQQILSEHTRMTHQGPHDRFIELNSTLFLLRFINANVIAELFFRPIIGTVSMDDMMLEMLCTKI
SMARCA2 act – SMARCA2 function activation, primary screen; AID 652017; activation, % at 9.1 µM; hit rate 1% among 370,000; MG213 cells, MMTV-luciferase reporter, dexamethasone, overnight; in the data active means activation above about 7.8%;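 further: 0% = vehicle wells and 100% = reference activator wells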
ssDAF-12 act – activators of S. stercoralis DAF-12 nuclear receptor; hit rate 1% among 370,000; HEK293 ssDAF-12/GRIP1 lit1-tk-luc reporter, luminescence; % of 3 µM dafachronic acid response; activation, % at 6.8 µM;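 active means activation above the mean over all tested compounds plus 3 SD, cut at about 0.9% in these data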;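 further: 0% = DMSO-only wells and 100% = 3 µM delta7-dafachronic acid wells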
hgDAF12 agonist – activates the H. glycines DAF-12 receptor ligand-binding domain; activation, % at 6.8 µM; AID 687014; hit rate 1.8% among 370,000; HEK293 GAL4-hgDAF12 UAS-luciferase reporter, agonist luminescence; normalized to butyrate control;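 active means activation above a cutoff set at the mean of all screened compounds plus 3 SD, cut at about 10% in these data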;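 further: 0% = DMSO wells and 100% = sodium butyrate wells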
DAX1 inh-2 – DAX1 (NR0B1) inhibition, primary screen; HEK293T StAR-luciferase reporter, SF-1/DAX-1 repression relief; inhibition, % at 6.8 µM; hit rate 1.1% among 370,000; AID 652010;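 active means inhibition above the mean over all tested compounds plus 3 SD, cut at about 3.6% in these data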;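 further: 0% = DAX-1 cells with DMSO and 100% = cells lacking DAX-1 with DMSO; higher inhibition means more luminescence from relief of DAX-1 repression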
NPR2 activator – GC-B (human) receptor activation; HEK293-GC-B cells, CNP EC30, cGMP TR-FRET; 0% at EC30 CNP, 100% saturating CNP; activation, % at 10 µM; hit rate 0.11% among 370,000;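 active means activation at 10 µM reaching about 35% in either raw or pattern-adjusted values, limit read from the data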
hcDAF12 agonist – H. contortus DAF-12 activation, primary screen; hit rate 1.4% among 370,000; HEK293 hcDAF-12 lit1-tk-luc reporter, luminescence; 0% DMSO, 100% Δ7-dafachronic acid; activation, % at 6.8 µM;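 active means activation above the mean of all tested compounds plus 3 SD, cut at about 5.5% in these data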;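 further: 100% = response to 3 µM Δ7-dafachronic acid high control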
NPR1 activator – GC-A (human) enzyme activation; AID 1671463; HEK293 GC-A cells, cGMP TR-FRET, EC30 ANP; 0% at EC30 ANP, 100% saturating ANP; P16066; activation, % at 10 µM; hit rate 0.14% among 370,000; in the data active means activation above about 40%
FXN GAA850 act – activators of GAA850 frataxin (FXN) promoter; HEK293 lucGAA850 FXN promoter luciferase reporter, 24 h; percent of 10 µM SAHA response; activation, % at 6 µM; hit rate 0.56% among 360,000; AID 540364;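 active means activation above the average of all compounds screened plus 3 SD, cutoff fixed separately per campaign, cut at about 7.5% in these data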;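 further: 0% = DMSO wells and 100% = 10 µM SAHA wells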
* = called active by the depositor; / = not tested or not shown.

SMILES	proKLK7 act	HGIII-sPLA2 inh	DAX1 inh-1	SMARCA2 act	ssDAF-12 act	hgDAF12 agonist	DAX1 inh-2	NPR2 activator	hcDAF12 agonist	NPR1 activator	FXN GAA850 act
COc1ccc(NC(=O)N2CCCC2C(=O)Nc2ccc(C)cc2)cc1 (configuration not stated)	-0.9	5	-0.1	-1	-1.2	-2.2	0.4	-1	-1.5	1	-2.6
O=C(NCCN1C(=O)S/C(=C\c2cccnc2)C1=O)c1ccc([N+](=O)[O-])s1	0.2	8	-0.5	-2	-1.3	0.5	-0.4	-4	-1.3	-2	2.2
CCN(CC)C(=O)Cn1cc(C(=O)C(=O)NCCc2ccccc2)c2ccccc21	-0.1	4	-0.5	-2	-1.8	-1.8	-1.0	1	0.8	3	2.5
COc1cc([N+](=O)[O-])ccc1NC(=O)NNC(=O)C(C)Oc1ccc(F)cc1F (configuration not stated)	0.6	-15	0.3	1	-0.6	-1.8	1.8	2	1.7	3	-0.1
COc1ccc(CNS(=O)(=O)c2ccc(-c3cc(C)no3)cc2)cc1	0.1	-10	-0.3	-3	-1.4	-0.5	-0.2	-1	-0.6	5	-1.4
CCn1c(SCC(=O)Nc2sc(C)c(C)c2C#N)nnc1C1CC1	0.2	5	1.0	1	-1.8	0.9	-0.2	-2	-0.9	-5	0.8
CCc1nnc(NC(=O)c2ccc(-c3ccccc3Cl)o2)s1	0.2	-2	-0.5	-4	-1.2	2.0	0.5	-5	-0.5	4	0.9
CCOC(=O)N1CCN(S(=O)(=O)c2cc(Cl)ccc2Cl)CC1	0.2	-1	-0.9	0	-1.2	-2.6	-0.2	2	-2.8	-1	2.9
CC(C)NC(=O)Nc1ccc2c(c1)C(=O)N([C@H](C)CO)C[C@H](C)[C@@H](CN(C)C(=O)Nc1ccc3c(c1)OCO3)O2	0.3	6	1.4	-1	-0.5	0.5	0.4	8	1.5	4	-1.0
O=C(CNC(=O)c1cccs1)NCC(=O)OCC(=O)c1ccccc1	-0.2	8	-1.0	-3	-1.0	1.1	0.1	1	-1.8	-3	1.8
COc1ccc(Br)cc1/C=N/Nc1ccc(S(=O)(=O)Nc2ccccc2C(=O)O)cc1[N+](=O)[O-]	-0.5	-13	-0.8	-1	-0.5	-3.1	1.4	-1	-0.1	-1	-0.4
O=C(Cn1ncc2c([nH]c3ccccc32)c1=O)N1CCN(c2ccccc2F)CC1	0.5	2	0.7	0	-0.9	-1.7	0.3	3	-0.3	4	0.3
Cn1c(-c2ccc3ccccc3n2)nc2cnccc21	-1.1	-1	2.7	7	0.5	8.6	2.0	0	2.7	3	3.5
COc1cccc(NC(=O)Nc2cc(C)ccc2OC)c1	0.0	-1	-0.9	-3	-1.8	3.0	-0.1	0	-1.4	-3	-0.7
O=C(CCn1c(=O)c2cccn2c2cccnc21)NCCCN1CCN(c2ccc(F)cc2)CC1	-0.6	-4	0.3	0	0.7	1.4	-0.7	7	0.7	6	-0.5
O=C(c1ccccc1)N1CCC(Oc2cccnc2)CC1	0.5	1	/	0	-1.7	1.2	3.0	1	-1.1	6	/
O=C(c1ccco1)N1CCCSC1=Nc1ccccc1	-0.2	4	2.7	-2	-0.8	1.0	0.4	-1	2.4	5	-1.9
CCN(Cc1ccccc1)C(=O)CCS(=O)(=O)c1cc2c(cc1Cl)NC(=O)CO2	0.1	0	-0.8	5	-1.2	0.3	-0.9	-3	-2.6	1	-1.4
COC(=O)c1nn(-c2ccccc2)ccc1=O	0.1	2	0.7	-1	-1.1	1.8	0.2	-1	-0.4	0	0.6
O=C(OCc1ccccc1)c1cccc(-c2nnc(-c3ccccc3)o2)c1	-0.3	2	0.2	-1	-1.1	0.1	0.5	-3	0.4	3	2.1
Cn1nc(SCc2ccccc2)c(=O)n(C(c2ccccc2)c2ccccc2)c1=O	-2.5	-8	1.7	-2	-1.7	-4.9	-0.7	2	-1.1	-2	-1.2
CCOC(=O)N1CCN(C(=O)C(=O)Nc2ccc3nc4n(c(=O)c3c2)CCCCC4)CC1	0.2	2	0.1	-2	-1.2	-1.2	0.3	-3	-1.9	0	-0.8
CC(=O)c1ccc(S(=O)(=O)NC2CCCCCCC2)cc1	-0.3	-12	-1.3	-5	-1.1	-1.4	-0.3	3	-1.7	2	0.4
CC(C)CC(NC(N)=O)C(=O)OCC(=O)NC(=O)NC1CCCC1 (configuration not stated)	0.0	-7	1.5	-3	-0.8	-2.2	0.3	3	-2.0	0	2.1
COc1ccc(-c2ccncc2)cc1OC	0.4	10	-0.5	-1	-0.8	0.6	-0.2	6	0.1	5	3.0
COC(=O)C(C(=O)OC)C(C)C(C(=O)OC)C(=O)OC	0.4	5	-1.2	-2	-1.1	0.7	0.2	1	-0.8	0	1.4
O=C(CSc1ncn[nH]1)Nc1ccc2c(c1)OCCO2	0.1	-3	2.1	-1	-1.0	2.2	-1.3	2	0.9	10	2.5
O=C(Cn1c(-c2cncs2)nc2ccccc21)NCc1ccccc1	-0.7	7	-0.8	-1	-1.0	-0.5	0.0	-1	-1.9	2	3.5
CC(C)=CCN1CCN(Cc2ccc(N3CCNC3=O)cc2)CC1CCO (configuration not stated)	0.0	-2	1.7	-2	-1.6	-0.5	0.0	6	-1.0	1	1.7
O=C(Nc1ncc2c(n1)CC(c1ccco1)CC2=O)c1ccc(Cl)cc1 (configuration not stated)	0.4	-2	-1.2	3	0.0	-1.6	0.5	-4	-0.7	-4	-0.8
O=C(NC(=S)N1CCCCC1c1cccnc1)c1ccc(Br)cc1 (configuration not stated)	-0.3	7	0.3	-4	-0.7	0.8	0.0	0	0.2	-4	-0.5
CCSc1nnc(NC(=O)c2cc(OC)c(OC)c(OC)c2)s1	-0.1	10	1.3	-3	-1.3	-0.3	-0.5	1	-0.9	-3	1.4
CCOc1cc(C(=O)NCc2ccc(-c3nc4ccccc4o3)cc2)cc(OCC)c1OCC	-1.2	10	-0.1	-3	-1.5	-0.8	0.4	-12	-0.4	-7	0.1
O=C(Nc1ccc(F)cc1)Nc1nnc([C@H]2C[C@H](O)[C@@H](CO)O2)s1	0.3	-5	/	2	-0.2	0.1	1.6	8	0.9	0	-0.2
O=C(c1cc(-c2ccncc2)nc2c(Cl)cccc12)N1CCN(c2ccccc2F)CC1	0.3	-30	-2.7	0	-0.2	0.3	-4.1	-1	0.0	-3	-4.0
CCCCn1nc(CC(=O)NCCN(CC)CC)c2ccccc2c1=O	-0.7	-2	0.6	-1	-1.3	-2.0	-0.4	-1	0.8	6	-0.3
Cc1c(C(=O)Nc2ccccc2F)sc2ncn(CC(=O)N3CCOCC3)c(=O)c12	-0.2	6	0.2	-3	-1.1	1.1	0.2	3	-1.5	1	1.8
O=C(Nc1nnc(C2CC2)s1)C1=NN(C2CCS(=O)(=O)C2)C(=O)CC1 (configuration not stated)	-0.3	-2	3.7	-1	-1.0	-2.3	1.0	/	0.0	/	1.2
COc1cc(/C=C2/C(=O)ON=C2c2ccccc2)ccc1O	0.6	-2	-0.1	0	-0.7	2.2	-0.2	5	-0.5	20	-0.2
COc1ccc(CCNC(=O)c2cccc(NS(=O)(=O)c3ccccc3F)c2)cc1OC	-0.2	-2	0.0	-2	-0.9	-0.9	0.8	7	-1.9	2	-1.4
O=C(COC(=O)c1ccc(O)cc1O)NC(=O)Cc1ccccc1	-0.1	1	1.3	-3	-1.1	5.0	-1.3	-6	-1.1	2	0.3
C[n+]1cccc(C(=O)[O-])c1	-0.5	-3	-0.3	-3	-1.5	3.2	0.1	1	0.0	1	2.0
Cc1cccc(C)c1OCc1cc(C(=O)N2CCCCCCC2)no1	0.2	-14	2.5	1	-0.6	0.9	-0.2	2	-1.6	3	2.2
C1CN=C(NC23CC4CC(CC(C4)C2)C3)C1	0.4	-2	0.8	0	0.4	-3.8	0.2	-1	3.9	0	2.0
CCOc1ccc(C(=O)Nc2ccc(N3CCCC3)cc2)cc1	-0.5	6	-0.7	-1	-1.4	-0.9	0.0	9	-1.4	2	-0.8
COc1ccc2cc(C3=CC(=O)C[C@H](c4ccc5c(c4)OCO5)C3)ccc2c1	-0.5	0	2.0	2	-1.7	-1.0	0.8	7	-1.1	4	0.8
O=C(c1c(F)cccc1F)N(Cc1cccs1)C1CCCC1	0.6	-3	-0.1	0	-1.6	-2.0	-0.5	2	-2.3	0	0.7
Cc1cc(NC(=O)COC(=O)Cn2c(C)csc2=O)ccc1Br	0.3	-8	0.5	-4	-0.8	1.1	0.6	-9	-1.1	1	1.4
Cc1cc(NS(=O)(=O)c2ccc(NC(=O)/C=C/c3ccccc3)cc2)nc(C)n1	-0.1	-28	0.8	2	-1.3	-1.6	1.4	-3	-0.2	0	1.9
CN(Cc1nc(-c2cnccn2)no1)CC(O)c1ccccc1 (configuration not stated)	-0.4	1	-0.5	-2	-1.9	-3.2	0.8	0	-0.5	3	2.0
Cc1ccc(C2Nc3ccccc3C(=O)N2CCCN2CCOCC2)cc1 (configuration not stated)	23*	-3	1.5	-3	-0.1	0.9	0.0	-9	3.7	-2	2.6
O=C(NN1C(=O)c2ccccc2NC1c1cccnc1)c1ccc([N+](=O)[O-])cc1 (configuration not stated)	0.7	-4	-0.7	2	-1.4	3.7	-0.4	-2	0.7	3	1.9
O=C(NCCOc1ccc(Cl)cc1)C1CC(=O)N(c2ccc3c(c2)OCCO3)C1 (configuration not stated)	0.3	-2	0.1	-1	-1.3	1.5	-0.7	-3	0.3	1	-0.8
CCOC(=O)C(c1ccccc1)C(Nc1cc(C(F)(F)F)cc(C(F)(F)F)c1)c1ccccn1 (configuration not stated)	-0.5	-1	-0.9	-3	-0.8	-2.0	-0.3	-12	-1.0	0	2.4
Cn1c(=O)c(=O)n(C)c2cc(S(=O)(=O)N3CCCC3C(=O)NCc3cccs3)ccc21 (configuration not stated)	-0.1	7	-0.7	-3	-0.1	-2.3	0.0	2	-0.1	3	0.8
Cc1ccccc1C1NC(c2ccccc2C)C(C)C(=O)C1C (configuration not stated)	0.4	1	0.4	0	-1.1	-0.2	0.1	-6	-1.0	4	2.9
Cc1cc(C)cc(N(C(=O)c2csnn2)C(C(=O)NC(C)(C)C)c2cccnc2)c1 (configuration not stated)	0.0	-3	0.7	-1	-0.3	-1.4	-0.4	-11	-0.8	-19	2.0
CC(=O)Nc1ccc(S(=O)(=O)N2CCN(Cc3csc(C)n3)CC2)cc1	0.1	6	0.5	-3	-1.2	0.8	-1.9	3	-2.3	1	-0.2

2 consecutive entries already listed:
SMILES	proKLK7 act	HGIII-sPLA2 inh	DAX1 inh-1	SMARCA2 act	ssDAF-12 act	hgDAF12 agonist	DAX1 inh-2	NPR2 activator	hcDAF12 agonist	NPR1 activator	FXN GAA850 act
O=C(NN1C(=O)c2ccccc2NC1c1cccnc1)c1ccc([N+](=O)[O-])cc1 (configuration not stated)	0.7	-4	-0.7	2	-1.4	3.7	-0.4	-2	0.7	3	1.9
O=C(NCCOc1ccc(Cl)cc1)C1CC(=O)N(c2ccc3c(c2)OCCO3)C1 (configuration not stated)	0.3	-2	0.1	-1	-1.3	1.5	-0.7	-3	0.3	1	-0.8
